# FUS yeast rescue: rescues growth of FUS-expressing yeast. hit rate 0.24% among 390,000. Potency, µM (doses to about 76.6 µM), inactives show at the highest dose growth rescue (activation), actives largely listed as activators. AID 1347120. S. cerevisiae FUS-expressing, growth rescue, OD600, 24 h;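 note: plate controls were DMSO vehicle for no effect and reference control for full effect; nearly all actives have a fitted effect of over 55% in size; some results filed as inactive show a strong effect at the top dose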
#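 Steps: raffinose overnight preculture; dilution to OD 0.005 in 2% galactose minimal medium; compound addition (concentration series); 24hr at 30C, 99% humidity; absorbance read at 600 nm.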
# Abeta yeast res: compounds reversing amyloid beta toxicity in yeast | AID 1347071 | yeast expressing A-beta42, growth rescue, OD600, 48 h; response scale: 0% DMSO, 100% iron-clioquinol control | Potency, µM (top dose mostly 46.1 µM), without a hit: at the top dose growth rescue, hits mostly activators | hit rate 0.063% among 410,000; note: nearly all actives have a fitted effect of over 55% in size
#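 Yeast growth medium received pinned compounds, then yeast cells expressing toxic A-beta were added; plates incubated at 30 C for 48 hr. Growth read as absorbance at 600 nm, normalized to DMSO and equimolar FeCl3 plus clioquinol controls.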
# * hit, by the source's call; ? = inconclusive; · = no result given; [ ] = remark or other dose. Calls come from the whole dose curve; as a rule, active = well fitted activation curve with a large enough effect; inconclusive = small, poorly fitted or top-dose-only effect; inactive = no such curve, though single readings can be large or run the other way. Potency is the fitted concentration of half-maximal effect.
# Order of values – FUS yeast rescue, Abeta yeast res
CCC1=C(c2ccc(C)cc2)S(=O)(=O)N=C1N1CCC(C(=O)NCc2ccc(N(C)C)cc2)CC1
  -6%, -14%
CCN(CC)c1nn2c(=O)c(C(=O)NCCc3ccc(C)cc3)cnc2s1
  27%, -5%
Cc1cc(C)c(NC(=O)c2oc3c(c2C)-c2[nH]ncc2CC3)c(C)c1
  20%, 2%
O=C(CC1N=C2c3ccccc3N=C(SCC(=O)Nc3cccc(Cl)c3)N2C1=O)NCc1cccs1 (stereo not drawn)
  ?, -18%
CCOC(=O)c1ccc(NC(=O)CSc2nc3ccccc3c(=O)n2CCC(=O)NC2CCCCC2)cc1
  -19%, -10%
C=C(C)Cn1c(SCC(=O)c2ccc(Br)cc2)nc2sc3c(c2c1=O)CCCC3
  24%, -7%
Cc1ccc(S(=O)(=O)c2cn(CC(=O)Nc3ccc4c(c3)OCO4)c3ccccc3c2=O)cc1C
  ?, -1%
Fc1ccc(Nc2nc(SCc3cccc(Cl)c3)nc3ccccc23)cc1
  -5%, -41%[inhibitor]
Cc1ccc2c(=O)c(C(=O)c3ccc(F)cc3)cn(CC(=O)NCc3ccccc3Cl)c2n1
  -20%, -16%
CCCSc1ncc(Cl)c(C(=O)Nc2c(C(=O)c3ccc(F)cc3)oc3ccccc23)n1
  -13%, 3%
Cc1cc(N2CCC(C)CC2)nc2ccc(NC(=O)CCC(=O)N3CCN(c4ccccc4F)CC3)cc12
  19%, -15%
COc1ccccc1CN1CCC(CNC(=O)c2cnn(-c3ccccc3Cl)c2C2CCN(C(=O)OC(C)(C)C)CC2)CC1
  10%, 12%
CCOc1ccc(N2CC(NC(=O)c3ccc(S(=O)(=O)N4CCOCC4)cc3)CC2=O)cc1 (stereo not drawn)
  8%, 0%
Cc1ccc(C)c(NC(=O)Cn2cc(C(=O)c3ccc(Cl)cc3)c(=O)c3ccc(C)nc32)c1
  -8%, -51%[inhibitor]
COc1ccc(Cc2nc3ccccc3n2Cc2ccccc2F)cc1
  -8%, 19%
COC(=O)c1cccc(CN2C(=O)SC(Nc3ccc(Cl)cc3)C2=O)c1 (stereo not drawn)
  32%, 17%
CCOc1ccc(NC(=O)c2cc3c(=O)n4cccc(C)c4nc3s2)cc1
  22%, 3%
CCn1ccc2cc(S(=O)(=O)N3CCC(C(=O)NCc4cccc(Cl)c4)CC3)ccc21
  ?, 16%
COc1ccc(NC(=O)CSc2nc(C)cc(C)c2C(=O)Nc2ccccc2OC)cc1
  3%, 8%
COc1ccc(Nc2c3c(nc4ccc(NC(=O)/C=C/c5cc(OC)c(OC)c(OC)c5)cc24)CCCC3)cc1OC
  7%, -2%

# Some of these compounds in order of the FUS yeast rescue value, rising.
Molecule,FUS yeast rescue
Fc1ccc(Nc2nc(SCc3cccc(Cl)c3)nc3ccccc23)cc1,-5%
CCN(CC)c1nn2c(=O)c(C(=O)NCCc3ccc(C)cc3)cnc2s1,27%
COC(=O)c1cccc(CN2C(=O)SC(Nc3ccc(Cl)cc3)C2=O)c1 (stereo not drawn),32%

# Returning to the listing with the four entries that preceded the break.
# Order of values – FUS yeast rescue, Abeta yeast res
CCOc1ccc(NC(=O)c2cc3c(=O)n4cccc(C)c4nc3s2)cc1
  22%, 3%
CCn1ccc2cc(S(=O)(=O)N3CCC(C(=O)NCc4cccc(Cl)c4)CC3)ccc21
  ?, 16%
COc1ccc(NC(=O)CSc2nc(C)cc(C)c2C(=O)Nc2ccccc2OC)cc1
  3%, 8%
COc1ccc(Nc2c3c(nc4ccc(NC(=O)/C=C/c5cc(OC)c(OC)c(OC)c5)cc24)CCCC3)cc1OC
  7%, -2%
COc1ccc(Oc2nc3c(c(=O)n(Cc4ccccc4Cl)c(=O)n3C)n2C)cc1
  0%, 1%
Cn1cnc(S(=O)(=O)N2CCC(C(=O)Nc3ccc(C#N)cc3)CC2)c1
  -10%, -3%
COc1ccc(N2CC(NC(=O)CCc3ccccc3)CC2=O)cc1OC (stereo not drawn)
  -2%, -2%
Cc1ccc(NS(=O)(=O)c2ccc(NC(=O)N3CCCC3)cc2)cc1C
  2%, -12%
COC(=O)c1ccc(NC(=O)CN(Cc2ccccc2)S(=O)(=O)c2ccc(C)cc2)cc1
  33%, -20%
Cc1ccccc1CSc1ccc(-c2cccs2)nn1
  10%, -23%
COc1cc(-c2nnc(SCCOc3ccc(Cl)cc3C)o2)cc(OC)c1OC
  -12%, 8%
Cn1c(=O)n(C)c2cc(N3CCOCC3)c(NS(=O)(=O)c3ccc(Cl)cc3)cc21
  25%, 8%
Cc1c(Cl)cccc1NC(=O)c1ccc(NC(=O)N2CCSc3ncccc32)cc1
  2%, -10%
CCN(Cc1ccccc1)S(=O)(=O)c1ccc(N2CCCCS2(=O)=O)cc1
  21%, -9%
O=C(NCc1cccc(F)c1)c1ccc(NC(=O)c2nsc3ccccc23)cc1
  -6%, 3%
Cc1cc(C)cc(NC(=O)C(=O)NC(C)c2ccccc2)c1 (stereo not drawn)
  4%, -24%
CCCN(c1ccccc1F)S(=O)(=O)c1ccc2c(c1)C(C)(C)C(=O)N2C
  18%, 9%
O=C(CSc1nc2c(oc3ccccc32)c(=O)n1-c1ccccc1)Nc1ccc(F)c(Cl)c1
  -2%, -8%
CCOc1cc(C(=O)N(Cc2nc(-c3ccc(C)cc3)no2)C(C)C)cc(OCC)c1OCC
  -8%, 3%
COc1ccccc1N1CCN(c2cc(C)nc3c(-c4ccc(Cl)cc4)c(C)nn23)CC1
  1%, -2%
O=C(NC1CCCCC1)c1ccc2c(c1)N(Cc1ccccc1F)C(=O)c1ccccc1S2
  -2%, -10%
Cc1ccccc1CN1CCC(CNc2ncnc3onc(-c4ccc(F)cc4)c23)CC1
  -8%, -12%
O=C(CSc1nc2c([nH]c3ccccc32)c(=O)n1-c1ccccc1)Nc1ccc(Cl)c(Cl)c1
  37%, -13%
COc1ccc(-c2noc(CSc3nc(N)cc(=O)[nH]3)n2)cc1OC
  14%, -3%
COc1ccc(OCC(=O)Nc2cccc(-c3nc4ccccc4s3)c2C)cc1
  -17%, -20%
CSc1ccc(/C=C/c2nc3ccccc3n2S(=O)(=O)c2ccc(Br)cc2)cc1
  -6%, -53%[inhibitor]
Cc1ccccc1-n1c(=O)c2ccccc2n(Cc2ccc(F)cc2)c1=O
  21%, 9%
COc1ccc(Nc2cc(C(=O)NCCCN3CCN(c4ccccc4F)CC3)c3ccccc3n2)c(OC)c1
  21%, ·
CCc1ccc2nc(N3CCC(C(=O)O)CC3)sc2c1
  2%, -27%
O=C(CCn1c(=O)c2cccn2c2cccnc21)N1CCN(c2ccccc2)CC1
  -17%, -9%
COCCCNC(=O)C1CCCN(c2ncnc3onc(C)c23)C1 (stereo not drawn)
  -17%, 7%
COC(=O)c1ccc(NC(=O)CC2C(=O)N(c3ccccc3)C(=O)N2C2CCCC2)cc1 (stereo not drawn)
  22%, -3%
Cc1nn(C)c2c1c(C(F)(F)F)cc(=O)n2CC(=O)NCc1ccc(OC(C)C)cc1
  13%, -2%
COc1ccc(CNC(=O)Cn2c(=O)nc(-c3ccccc3F)c3cc(Cl)ccc32)cc1
  0%, -4%
O=C(COc1ccc2ccccc2c1)NC1CC(=O)N(c2cccc(F)c2)C1 (stereo not drawn)
  14%, ?
Cc1ccc2oc(-c3cccc(NC(=O)c4sc5c([N+](=O)[O-])cccc5c4Cl)c3)nc2c1
  -21%, -15%
CC(C)CCNC(=O)c1ccc2c(c1)nc1n2CCCCC1
  -13%, -12%
CCOc1ccc(NC(=O)CSc2nnc(NC(=O)Nc3ccccc3)s2)cc1
  -21%, -4%
COc1ccc(OCC(=O)NC2CC(=O)N(c3ccc4c(c3)OCCO4)C2)cc1 (stereo not drawn)
  ?, 1%
Cc1cc(C)cc(C(=O)Nc2ccc(-c3nc4ncccc4o3)cc2)c1
  -20%, -22%
COc1ccccc1NC(=O)c1oc2ccccc2c1NC(=O)c1c(F)cccc1F
  -10%, -12%
Cc1ccnc(NC(=O)c2c(C)oc3ncn(CC(C)C)c(=O)c23)c1
  5%, -7%
Fc1ccc(-c2noc3ncnc(NCCc4ccccc4)c23)cc1
  1%, -5%
COC(=O)c1cc(NC(=O)c2ccc(-c3ccc(Cl)cc3Cl)o2)cc(C(=O)OC)c1
  -2%, -15%
CCOc1ccc(CNC(=O)C2CCCN(c3nn4cc(-c5ccc(OC)cc5)nc4s3)C2)cc1 (stereo not drawn)
  15%, -15%
O=C(CSc1nc(=O)n(CCN2CCOCC2)c2c1CCC2)Nc1ccc(Cl)c(Cl)c1
  -9%, 8%
Cc1cc(=O)n(Cc2cccc(Cl)c2)c2c1c(C)nn2-c1ccccc1
  -6%, -5%
CCC(=O)N1CCc2cc(Br)cc(S(=O)(=O)CCC(=O)Nc3cccc(Cl)c3)c21
  13%, -16%
Cc1ccc(-n2ncc(C(=O)NCCN3CCCC3)c2C2CCN(C(=O)OC(C)(C)C)CC2)cc1C
  43%, -2%
CCS(=O)(=O)Nc1ccc(-c2cn3c(C)csc3n2)cc1
  19%, 5%
N#Cc1nc(-c2ccc(COc3ccccc3)o2)oc1N1CCCCC1
  23%, 15%
COc1cccc(CNC(=O)CCc2c(C)c3cc4c(C)coc4c(C)c3oc2=O)c1
  -8%, 1%
Cc1ccc(Cn2cc(/C=C(/C#N)C(=O)Nc3cccc(Cl)c3)c3ccccc32)cc1
  5%, -7%
Cc1nc(N2CCOCC2)c2c(C(=O)N3CCN(c4ccccc4)CC3)c(C)oc2n1
  -7%, 5%
Cc1noc(C)c1S(=O)(=O)Nc1ccc(C(=O)Nc2ccc(C(C)C)cc2)cc1
  -25%, -14%
CCCCCOc1ccc(/C=C/C(=O)Nc2sc(C(C)=O)c(C)c2C(=O)OCC)cc1OC
  -11%, -1%
COc1cc(C(=O)N(Cc2cccnc2)c2nc3cc(C)c(C)cc3s2)cc(OC)c1OC
  37%, -4%
CCOc1ccc2nc(N3CCN(C(=O)c4ccco4)CC3)sc2c1
  12%, 4%
COc1ccc(Nc2c(-c3cc(Br)ccc3O)nc3ncccn23)cc1OC
  -4%, 13%
Cc1nn(-c2ccc(N3CCCC3)nn2)c(C)c1CCC(=O)NCc1ccccc1
  -2%, -26%
CCOc1ccc(NC(=O)c2ccc(CN3C(=O)C(C)=C(c4ccc(C)cc4)S3(=O)=O)cc2)cc1
  14%, -13%
CC(C)CC(=O)Nc1ccc2nc(SCC(=O)N3CCCC3)sc2c1
  -6%, -7%
O=S(=O)(c1ccc(F)cc1)N1CCC(Oc2cccc(C(F)(F)F)c2)CC1
  21%, 10%
CCOC(=O)c1c(C)[nH]c(C)c1S(=O)(=O)N(C)CC(=O)Nc1ccc(C)cc1Br
  29%, -6%

# Next section:
# Order of values – FUS yeast rescue, Abeta yeast res
O=C(CN1C(=O)COc2ccc(Cl)cc21)Nc1cccc(C(=O)O)c1
  -19%, 2%
Cc1ccc(NC(=O)C2CCCN(c3ncnc4c3nc3n4CCCCC3)C2)c(Br)c1 (stereo not drawn)
  6%, -8%
Cc1ccc(-n2ncc3c(NC4CCCCCC4)ncnc32)cc1Cl
  -14%, 0%
CCOc1ccccc1NC(=O)CN1C(=O)CC(c2ccc(C)c(C)c2)=Nc2ccccc21
  -12%, -14%
CC(=O)N1c2ccccc2CC1C(=O)N1CCN(c2cccc(Cl)c2)CC1 (stereo not drawn)
  0%, -10%
O=C(NCc1ccc(F)cc1)C1CCCCN1S(=O)(=O)c1ccc(F)cc1 (stereo not drawn)
  5%, -13%
COc1ccc(NC(=O)c2cc3nc(-c4ccc(C)c(C)c4)cc(C(F)(F)F)n3n2)cc1
  1%, -13%
CCOc1ccc(S(=O)(=O)NCc2cccn2Cc2cccc(C)c2)cc1
  5%, 4%
NC(=O)CSc1nc2c(oc3ccccc32)c(=O)n1-c1ccccc1F
  -4%, -4%
Cc1cc(C)c(S(=O)(=O)Nc2ccc3oc(C)c(C(=O)OC(C)C)c3c2)cc1C
  43%, 3%
COc1cccc(-n2ccn(CC(=O)c3ccc(F)cc3)c(=O)c2=O)c1
  -4%, 4%
COc1ccccc1NC(=O)Cn1c(C)cc(C)c(C#N)c1=O
  7%, 2%
CCOC(=O)c1c(C)[nH]c(CCC(=O)NCc2ccccc2C)c1C
  13%, 1%
CCc1ccc(-c2nc(CSCC(=O)NCc3ccccc3OC)c(C)o2)cc1
  -27%, -5%
CCOc1ccc(-n2c(-c3ccc(C)cc3)nc3c(cnn3-c3ccccc3)c2=O)cc1
  -2%, 2%
Cc1ccc(C)c(NS(=O)(=O)c2cc3c(cc2Cl)NC(=O)CO3)c1
  -6%, -8%
COc1cccc(CNC(=O)C(=O)NCC(c2ccco2)S(=O)(=O)c2ccccc2)c1 (stereo not drawn)
  6%, 4%
CCN(CC)S(=O)(=O)c1ccc(C(=O)N2CC(=O)Nc3ccc(F)cc3C2c2ccccc2)cc1 (stereo not drawn)
  ?, 1%
COc1ccc(NC(=O)CN2C(=O)CCn3nc(-c4cccn4C)cc32)cc1Cl
  ?, -7%
Cc1ccc(-c2cn3c(n2)sc2cc(C(=O)NCc4cccs4)ccc23)cc1
  9%, -2%
COc1cccc2c1cc1c(=O)n(CC(=O)N3CCCCC3)nc(C)n12
  12%, -16%
Cc1cc(C)c(NC(=O)Nc2csc3c2CCCC3)c(C)c1
  -28%, -4%

# Source: PubChem BioAssay

# An excerpt. The share of hits here may be higher or lower than overall.
